Compound activity deposited in PubChem by National Center for Advancing Translational Sciences (NCATS).
GAA glycogen mod – qHTS Assay for Inhibitors and Activators of Human alpha-Glucosidase Cleavage of Glycogen; Lysosomal alpha-glucosidase (Homo sapiens), P10253; recombinant GAA, glycogen substrate, Amplex Red glucose oxidase fluorescence; Potency, µM (titrated, usually from 76.4 µM), for inactives: at the top dose activity change, negative = inhibition, actives largely listed as inhibitors; hit rate 0.38% among 300,000; AID 2100, 2009; active = well fitted inhibition curve with a large enough effect;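 also: 0% = full enzyme reaction and -100% = no-enzyme basal signal; the screen sought inhibitors and activators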
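qHTS, 1536-well; enzyme 4 nM final; cpd up to 77 uM; substrate bovine liver glycogen 30 ug; 50 mM citrate/phosphate pH 5.0, 0.01% Tween-20; 37 C, 40 min; Amplex Red detection 45 min RT; Hill fit → AC50.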
Numbers without * were called inactive; [ ] = dose if it differs, or a comment. Potency is read from the fitted curve at half-maximal effect. A portion of the library, so the mix of outcomes need not match the whole.

GAA glycogen mod	Compound
2.7%	Cc1ccc(N2CC(C(=O)Nc3ccc(S(=O)(=O)NCC4CCCO4)cc3)CC2=O)cc1C (stereo not given)
-15.0%[76.3 µM]	CCn1c(=O)cc(OCC(=O)N2CCN(c3cccc(Cl)c3)CC2)c2ccccc21
-2.7%	CCOc1ccccc1N=Cc1c(O)n(C)c(=O)n(C)c1=O
-4.4%[76.3 µM]	COc1ccc(NC(=O)CSc2nc(-c3ccco3)cc(C(F)(F)F)n2)cc1
-15.7%[76.3 µM]	COCCC(=O)N1CCC(Oc2ccc(C(=O)N3CCCCC3COC)cc2)CC1 (stereo not given)
-13.5%	CC(C)(C)c1ccc(-c2n[nH]c(=S)n2Cc2ccccc2)cc1
8.3%[76.3 µM]	O=C(Cn1c(=O)n(-c2ccc(F)c(Cl)c2)c(=O)c2sc3ccccc3c21)NC1CCCC1
-5.2%[76.3 µM]	COc1ccc(NC(=O)COC(=O)c2cc([N+](=O)[O-])ccc2N2CCOCC2)cc1
-4.5%[76.3 µM]	CC(=O)Nc1ccc(Nc2nc(C)cc(C)n2)cc1
-17.3%[76.3 µM]	O=C(CSc1nc2nccnc2c(=O)n1Cc1cccs1)Nc1ccccc1
8.2%	O=C(c1ccccc1)N1CCN(Cc2ccc3c(c2)OCO3)CC1
-5.8%[76.3 µM]	COc1ccc(S(=O)(=O)N2CCSC2C)cc1C (stereo not given)

Exported as labelled records: part of the list above.
SMILES: O=C(Cn1c(=O)n(-c2ccc(F)c(Cl)c2)c(=O)c2sc3ccccc3c21)NC1CCCC1
- GAA glycogen mod: 8.3%[76.3 µM]
SMILES: COc1ccc(NC(=O)COC(=O)c2cc([N+](=O)[O-])ccc2N2CCOCC2)cc1
- GAA glycogen mod: -5.2%[76.3 µM]

(listing goes on)
GAA glycogen mod	Compound
-17.5%	COc1ccccc1NC(=O)Cc1nnc(SCC(=O)NC2CCCCC2C)n1C (stereo not given)
15.9%[76.3 µM]	COc1ccc(S(=O)(=O)N2CC(=O)Nc3ccccc32)cc1
3.3%[76.3 µM]	COCCCNC(=O)Cn1nc(-c2cccc(OC)c2)ccc1=O
0.8%[76.3 µM]	CC(C)N1CCN(Cc2ccc(OC3CCCC3)cc2)CC1CCO (stereo not given)
5.6%	O=S(=O)(/N=C(/NC(=S)Nc1ccccc1)c1ccccc1)c1ccc(Cl)cc1
-2.6%[76.3 µM]	CC(=O)CSc1nc2c(c(=O)[nH]c(=O)n2C)n1Cc1cccc(Br)c1
10.6%	Cc1ccc(S(=O)(=O)N2CCN(CC3CC4C=CC3C4)CC2)cc1 (stereo not given)
-13.8%[76.3 µM]	CCOc1ccc(S(=O)(=O)Nc2cc3c(C(=O)OCc4ccccc4)c(C)oc3c3ccccc23)cc1
-11.4%[76.3 µM]	CC(=O)c1cccc(OCc2cc(C(=O)N(C)C(C)c3ccccn3)no2)c1 (stereo not given)
-15.8%[76.3 µM]	CCOc1ccccc1C1C(C(=O)Nc2ccccc2)=C(C)Nc2c(C(=O)Nc3ccc(F)cc3)cnn21 (stereo not given)
3.3%	CCC1(C)NC(=O)N(/N=C/c2ccc(C)s2)C1=O (stereo not given)
5.8%[76.3 µM]	CCc1ccccc1NC(=S)N1CCN(c2ccccc2F)CC1
-8.5%	Cc1ccc(/C=C2\Oc3cc(OCC(=O)NN)ccc3C2=O)o1
-2.4%	Cc1ccccc1C(=O)N1c2ccccc2OCC1C(C)(C)C (stereo not given)
14.2%[76.3 µM]	OCCCc1nc2ccccc2n1Cc1ccccc1
-4.0%[76.3 µM]	CN(C)S(=O)(=O)c1ccc(C(=O)NCCSc2c(-c3ccccc3)[nH]c3ccccc23)cc1
-2.4%	COc1ccc(C(=O)NC(C)CCc2ccccc2)c(OC)c1 (stereo not given)
-15.2%[76.3 µM]	CN(C(=O)Cn1c(=O)n(CCC(=O)NCc2ccc3c(c2)OCO3)c(=O)c2sccc21)c1ccccc1
1.2%[76.3 µM]	O=C(c1cc2cc(F)ccc2[nH]1)N1CCCC(Nc2ccc(F)cc2)C1 (stereo not given)
7.5%[76.3 µM]	COc1ccc(N2CCN(C(=O)CNC(=O)Cn3cnc4sc(C)c(C)c4c3=O)CC2)cc1
1.8%[76.3 µM]	O=C(Nc1ccc(N2CCOCC2)c(F)c1)c1cccs1
-10.0%[76.3 µM]	CCCc1cc(NCCN(C)C)n2c(nc3ccccc32)c1C#N
1.8%[76.3 µM]	Cc1nnc(NS(=O)(=O)c2ccc(Br)cc2)s1
-4.6%[76.3 µM]	Cc1ccc(C)c(NC(=O)Cn2c(=O)n(CC3CCCO3)c(=O)c3ccccc32)c1 (stereo not given)
8.6%[76.3 µM]	OC(CC#CCN1CCOCC1)(c1ccccc1)c1ccccc1
-10.9%[76.3 µM]	Cc1cccc(NC(=O)CN2CCN(C(=O)C3CCCO3)CC2)c1C (stereo not given)
-2.1%[76.3 µM]	COC(=O)c1ccc(NS(=O)(=O)c2ccc3c(c2)n(C)c(=O)n3C)cc1
-1.3%[76.3 µM]	CCOc1ccc(CC(=O)N/N=C(\C)c2cccnc2)cc1
11.4%[76.3 µM]	CCCn1c(=N)c(C(=O)NC2CCCCC2)cc2c(=O)n3cc(C)ccc3nc21
0.1%	O=C(CN1C(=O)NC2(CCc3ccccc32)C1=O)NCC(F)(F)F (stereo not given)
-1.7%[76.3 µM]	Cc1ccc(N2CC(C(=O)Nc3nnc(SCc4ccccn4)s3)CC2=O)cc1 (stereo not given)
-4.9%[76.3 µM]	COc1cc(OC)cc(-c2cc3nc(C)c(CCC(=O)NCc4ccc(Cl)cc4)c(C)n3n2)c1
-6.2%	O=C(COC(=O)C1C2CC3OC(=O)C1C3C2)Nc1cccc(C(F)(F)F)c1 (stereo not given)
-10.0%[76.3 µM]	CC(Sc1nc2ccc(C(=O)c3ccccc3)cc2[nH]1)C(=O)O (stereo not given)
4.6%[76.3 µM]	COc1ccc(-c2csc(NC(=O)c3ccccc3F)n2)cc1
-1.9%	Cc1nn(-c2ccccc2)c(C)c1Cc1ccc(O)cc1
-11.2%[76.3 µM]	Cc1[nH]n2c(=O)cc(-c3ccccc3Cl)nc2c1-c1ccccc1
-3.3%[76.3 µM]	CN1CCN(CCNC(=O)c2ccc3nc(-c4ccc(F)cc4)c(-c4ccc(F)cc4)nc3c2)CC1
0.0%[76.3 µM]	COc1ccc2c(c1)cc(C(=O)N[C@@H](CCSC)C(=O)N1CCC[C@H]1C(=O)O)n2C
3.3%[76.3 µM]	CC(=O)NC12CC3CC(C1)CC(C(=O)Nc1c(C)n(C)n(-c4ccccc4)c1=O)(C3)C2
-2.0%[76.3 µM]	Cc1nc2nc(NC(=O)C(C)(C)C)[nH]n2c(=O)c1Cc1ccccc1
11.3%[76.3 µM]	Cc1ccc(C(=O)COc2cc(O)c3c(=O)cc(-c4ccccc4)oc3c2)cc1
-9.0%[76.3 µM]	COc1ccc(S(=O)(=O)c2c(Nc3cccc(Cl)c3)sc(C(=O)c3ccccc3)c2N)cc1
12.0%[76.3 µM]	COc1ccc(NC(=O)c2csc3c2CCCCC3)cc1
10.8%[76.3 µM]	Cc1cc(=O)c2cc(C(=O)Nc3ccccc3C)ccc2[nH]1
-2.2%	C=CCn1cccc(C(=O)Nc2ccc(SC)cc2)c1=O
2.7%[76.3 µM]	COc1ccc(-c2nnc(OC)c3ccccc23)cc1
-0.2%[76.3 µM]	CC1CCN(CCCNC(=O)C2CCCN(c3ncnc4c3nc3n4CCCCC3)C2)CC1 (stereo not given)
3.7%	O=C(CN(Cc1ccccc1)C(=O)CNS(=O)(=O)c1ccccc1)NCC1CCCO1 (stereo not given)
0.9%[76.3 µM]	Cc1ncc(CN2CCCCC2C(=O)Nc2ccc(Oc3ccccc3)nc2)cn1 (stereo not given)
-5.2%[76.3 µM]	Cc1[nH]c2ccccc2c1/C=N/NC(=O)c1cc(-c2ccncc2)nc2ccccc12
-10.9%[76.3 µM]	CCCc1cc(=O)[nH]c(SCCc2ccccc2)n1
-3.6%[76.3 µM]	O=C(CCC(=O)N1CCc2ccccc2C1)NCCc1ccc(Cl)cc1
-5.6%	NC(N)=NS(=O)(=O)c1ccc(NC(=S)Nc2ccc(F)cc2)cc1
-1.9%	CCN(CC)CCNC(=O)c1cc2c(=O)n(C)c3ccccc3c2s1
5.2%[76.3 µM]	O=C(O)c1ccc(S(=O)(=O)N(Cc2ccc(F)cc2)C2CCCCC2)cc1
0.8%	Cc1nc2ccccc2c(=O)n1/N=C/c1ccccc1Cl
4.0%[76.3 µM]	CN(CC(=O)Nc1ncn[nH]1)S(=O)(=O)c1ccc(Br)cc1
1.6%	O=C(/C=C/c1ccc2c(c1)OCO2)c1cccnc1
1.0%[76.3 µM]	CC(C)(C)CC(=O)Nc1nnc(CCc2ccccc2)s1

Other results
GAA glycogen mod	Compound
-4.6%	COc1ccccc1N(C(=O)c1ccco1)C(C(=O)NC1CCCC1)c1cccs1 (stereo not given)
7.0%[76.3 µM]	COc1ccc(OC)c(NC(=O)N2c3ccccc3Sc3ccccc32)c1
-14.0%[76.3 µM]	COc1ccc(NC(=O)c2sc3nc(N4CCCC4)c4c(c3c2N)CC(C)(C)OC4)cc1
0.8%	COC(=O)c1ccc(N2CCN(C)CC2)c(NC(=O)COc2ccccc2)c1
-9.6%[76.3 µM]	Cc1cc(NC(c2nnc(-c3ccccc3)o2)c2ccccc2F)ccc1Br (stereo not given)
-0.5%[76.3 µM]	CCC(C)(C)NC(=O)C(c1cccc(OC)c1OC)N(C(=O)CCC(=O)Nc1cc(C)on1)C(C)C (stereo not given)
0.3%	CCC(C)NC(=O)CNC(=O)c1nn(-c2ccc(OC)c(Cl)c2)c(=O)c2ccccc12 (stereo not given)
14.8%[76.3 µM]	CCOc1ccccc1NC(=O)Cn1c(=O)n(Cc2ccc(OC)cc2)c(=O)c2oc3ccccc3c21
-12.0%[76.3 µM]	COC(=O)C1=C(C)N(C)C(=O)NC1c1cccc2ccccc12 (stereo not given)
8.7%[76.3 µM]	c1ccc(OCCN2CCOCC2)cc1
12.6%[76.3 µM]	COc1ccc(-c2cc(-c3ccc4c(c3)NC(=O)CO4)nc3c2COc2ccc(C)cc2-3)cc1
13.0%[76.3 µM]	C[n+]1ccc(C(=O)Nc2ccccc2Cl)cc1
-1.7%	CCc1cccc2c1NC(=O)C21OCCO1
1.7%	CC(C)Nc1ccc(-n2nc3ccccc3[n+]2[O-])cc1
-23.9%[76.3 µM]	Cc1nnc(SCC(=O)Nc2ccc(O)cc2)c2ccccc12
0.7%[76.3 µM]	Cc1ccc(-n2c(N)cc(=O)nc2SCC(=O)NC2CCCCC2)cc1C
2.0%[76.3 µM]	CCC(C(=O)OC)n1cnc2c(cnn2-c2ccc(F)cc2)c1=O (stereo not given)
-4.0%[76.3 µM]	Cc1ccc(S(=O)(=O)N2CCCC2)cc1C(=O)NCCN1CCOCC1
8.5%	CN(C(=O)c1ccco1)c1nnc(-c2ccc(F)cc2)s1
2.4%[76.3 µM]	N#Cc1cccc(NC(=O)c2ccc3c(c2)N(Cc2cccc(Cl)c2)C(=O)c2ccccc2S3(=O)=O)c1
-12.4%	CC(=O)c1c(C)[nH]c(C(=O)Nc2cccc3ccccc23)c1C
2.8%	CC1=C(C(=O)Nc2cc(C(=O)NCCC(C)C)ccc2C)SCCO1
5.6%[76.3 µM]	CCN1C(=O)[C@H]2[C@@H](c3ccc(OC)cc3)N3C(=O)CN(Cc4ccccc4)C(=O)[C@@]3(Cc3ccccc3)[C@H]2C1=O
-5.8%[76.3 µM]	Cc1ccc(NC(=O)c2ccc(-c3cccc(Cl)c3C)o2)cc1

Shown with each value named: entries from further up
Structure: Cc1ccc(/C=C2\Oc3cc(OCC(=O)NN)ccc3C2=O)o1
  GAA glycogen mod: -8.5%
Structure: Cc1ccc(-n2c(N)cc(=O)nc2SCC(=O)NC2CCCCC2)cc1C
  GAA glycogen mod: 0.7%[76.3 µM]
Structure: CC(=O)NC12CC3CC(C1)CC(C(=O)Nc1c(C)n(C)n(-c4ccccc4)c1=O)(C3)C2
  GAA glycogen mod: 3.3%[76.3 µM]
Structure: Cc1ncc(CN2CCCCC2C(=O)Nc2ccc(Oc3ccccc3)nc2)cn1 (stereo not given)
  GAA glycogen mod: 0.9%[76.3 µM]

Remaining list, next part:
GAA glycogen mod	Compound
6.5%[76.3 µM]	Cc1ccc(C(=O)N2CCCCC2CCN2CCCCC2)cc1 (stereo not given)
0.3%[76.3 µM]	COc1ccc(C(CNC(=O)c2oc3ccc(F)cc3c2C)N2CCCCC2)cc1 (stereo not given)
1.1%[76.3 µM]	C=CCN1C(=O)C2C(C(=O)NC3CCCC3)C3C=CC2(O3)C1C(=O)NC1CCCC1 (stereo not given)
-7.5%[76.3 µM]	O=C(c1cccc(C(F)(F)F)c1)N1CCC2(CC1)NCCc1[nH]cnc12
-10.1%[76.3 µM]	Nc1nonc1-n1nnc(C(=O)N/N=C/c2ccccc2F)c1-c1cccs1
10.0%[76.3 µM]	CCc1ccc(NC(=O)N2c3ccccc3Sc3ccccc32)cc1
-0.3%	CC(Cc1cccs1)N(Cc1ccc(Cl)cc1)C(=O)c1ccncc1 (stereo not given)
-1.7%[76.3 µM]	CCOC(=O)c1sc(NC(=O)c2cc3nc(-c4ccccc4)cc(C(F)(F)F)n3n2)c(C(=O)OCC)c1C
3.2%[76.3 µM]	Cn1c(SCC(=O)Nc2ccccc2Cl)nnc1C1CC1
